From PubChem BioAssay
AddAB inh = growth inhibition of E. coli expressing H. pylori AddAB, primary screen, AddAB inhibitor project, absorbance; hit rate 0.29% among 330,000; inhibition, % at 11.9 µM; AID 435030, 2010; in the data active = inhibition above about 12%;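 also: 0% = vehicle wells of infected cells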
MITF TRPM1 HTS = activators of MITF-driven TRPM1 promoter reporter, primary screen, cell-based, SK-MEL-5, luciferase, single point; SK-MEL-5 TRPM1-promoter luciferase, 24 h; % of positive control, neutral wells = 0; activation, % at 12.5 µM; hit rate 0.75% among 300,000; AID 588334, 2011;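 active = mean activation of at least 80% with every replicate also reaching 80%; inconclusive = mean reaches 80% but some replicate falls short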;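 also: 0% = neutral control wells and 100% = parthenolide positive control wells; values of inactives mirror those of a sister screen read the other way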
CAL PDZ FP-1 = CAL PDZ peptide-binding inhibitors, primary screen, biochemical, fluorescence polarization, Cer-tagged CAL PDZ, HTS | Golgi-associated PDZ and coiled-coil motif-containing protein (Homo sapiens), Q9HD26 | inhibition, % at 20 µM | hit rate 0.02% among 330,000 | purified CAL PDZ, TMR-peptide fluorescence polarization, 1 h | AID 504414, 2011;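 active = highest replicate inhibition of at least 40%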;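 also: plate controls were DMSO neutral control wells for no effect and unlabeled competitor peptide control wells for full effect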
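Test system: tagged CAL PDZ domain / Buffer or medium: sodium phosphate/NaCl buffer pH 7.4 with TCEP, IgG, Thesit / Reagent: TMR-labelled reporter peptide T*-PRC34 bound in PDZ groove / Compound dosing: single point, 20 µM / Schedule: 1 h incubation at room temperature before polarization reading / Technique: fluorescence polarization (mP) / Benchmarks: unlabelled peptide, DMSO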
Wnt bcat act = Wnt/beta-catenin pathway activators, primary screen, cell-based, plate reader, single point | Wnt/beta-catenin reporter cell assay, activator | activation, % at 9.35 µM | hit rate 1.2% among 300,000 | AID 743398, 2014; in the data active = activation above about 30%, passing the limit was not always enough; inconclusive = no clear call, values can overlap the other calls;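 also: 0% = neutral control wells and 100% = positive control wells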
phage Ecoli inh = growth loss of phage-infected E. coli, primary screen, RecBCD inhibitor project, absorbance, with phage, HTS. inhibition, % at 11.9 µM. hit rate 0.26% among 360,000; in the data active = inhibition above about 11%
Tat export inh = E. coli Tat export inhibitors, primary screen, MC4100, TorA-mCherry reporter, fluorescence, single point | inhibition, % at 10 µM | hit rate 0.036% among 340,000;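 active = mean replicate inhibition at least 50% and at least half of replicates individually reaching 50%; inconclusive = only one of the two criteria met; inactive = neither criterion met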;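 also: exported cargo escapes ClpAP degradation while cytoplasmic cargo is degraded and loses fluorescence; 0% = median of neutral control wells and 100% = median of NaSCN control wells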
Ecoli viability = E. coli V3065 growth inhibition, primary screen, counter-screen for AddAB inhibitor project, absorbance, OD600; inhibition, % at 11.9 µM; 18 h; hit rate 0.27% among 330,000;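 active = inhibition above the campaign's mean inhibition across all tested compounds plus 3 SD, cut at about 9.9% in these data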;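 also: uninfected addAB+ strain grown without phage in ampicillin broth; 0% = DMSO wells and 100% = ciprofloxacin 0.95 µg/ml wells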
SR-BI HDL uptake = inhibitors of SR-BI mediated HDL lipid uptake, primary screen, ldlA[mSR-BI] cells, fluorescence, single point; Scavenger receptor class B member 1 (Mus musculus), Q61009; ldlA[mSR-BI] CHO cells, DiI-HDL uptake fluorescence, 3 h; inhibition, % at 12.5 µM; hit rate 0.96% among 320,000; AID 488896, 2010;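 active = mean replicate inhibition of at least 70% and a set share of replicates each scoring 70 or more; inconclusive = meets just one of the two criteria; inactive = fails both criteria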;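 also: 0% = median of neutral control wells and 100% = median of positive control wells; values of inactives mirror those of a sister screen read the other way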
Target sequence (Q61009 whole entry, looked up): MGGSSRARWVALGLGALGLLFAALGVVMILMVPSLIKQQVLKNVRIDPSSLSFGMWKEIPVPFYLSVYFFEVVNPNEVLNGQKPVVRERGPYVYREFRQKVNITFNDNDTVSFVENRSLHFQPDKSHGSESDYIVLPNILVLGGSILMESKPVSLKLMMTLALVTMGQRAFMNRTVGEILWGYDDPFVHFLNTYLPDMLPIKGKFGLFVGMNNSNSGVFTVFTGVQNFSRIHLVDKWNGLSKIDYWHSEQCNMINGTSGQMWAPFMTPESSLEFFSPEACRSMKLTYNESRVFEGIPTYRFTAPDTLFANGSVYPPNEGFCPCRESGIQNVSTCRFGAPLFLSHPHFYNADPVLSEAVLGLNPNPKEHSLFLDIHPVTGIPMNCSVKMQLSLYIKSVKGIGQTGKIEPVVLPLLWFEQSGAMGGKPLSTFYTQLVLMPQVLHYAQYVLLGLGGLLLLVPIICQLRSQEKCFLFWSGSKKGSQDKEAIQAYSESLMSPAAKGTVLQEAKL
SR-BI uptake up = activators of SR-BI mediated DiI-HDL uptake, primary screen, ldlA[mSR-BI] CHO cells, DiI fluorescence; activation, % at 12.5 µM; 3 h; 100 = double the neutral-control signal; AID 504775, 2011; hit rate 0.096% among 320,000;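 active = mean replicate activation of at least 60% and every replicate at or above 60%; inconclusive = mean or all-replicate condition met, but not both; inactive = mean below 60% and not all replicates reaching 60%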;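 also: 0% = median plate neutral-control signal and 100% = twice that signal; values of inactives mirror those of a sister screen read the other way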
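Test system: SR-BI-overexpressing, LDLR-lacking CHO cells; Also added: labelled HDL, 10 µg/mL; Measured by: bottom-read cell fluorescence after medium removal, ex 550/em 595 nm; Timing: 3 h uptake period with compound, 37 °C; Buffer or medium: F12, 0.5% BSA, 25 mM HEPES; Doses: single compound concentration, delivered by pin transfer.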
CAL PDZ FP-2 = untagged CAL PDZ binding inhibitors, primary screen, biochemical, fluorescence polarization, HTS. purified CAL PDZ, TMR-peptide fluorescence polarization, 1 h. Golgi-associated PDZ and coiled-coil motif-containing protein (Homo sapiens), Q9HD26. AID 602252, 2012. hit rate 0.92% among 300,000. inhibition, % at 24.9 µM;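 active = mean inhibition of at least 30% with at least half of replicates also reaching 30%; inconclusive = no clear call, values can overlap the other calls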;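 also: 0% = DMSO neutral control and 100% = excess unlabeled competitor peptide PRC23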
* hit, by the source's call; ? = inconclusive; / = no result given. Rows were taken by chance. Share with any hit: about 3.6%.

SMILES	AddAB inh	MITF TRPM1 HTS	CAL PDZ FP-1	Wnt bcat act	phage Ecoli inh	Tat export inh	Ecoli viability	SR-BI HDL uptake	SR-BI uptake up	CAL PDZ FP-2
COc1ccc(Nc2cc(Nc3ccccc3)ncn2)cc1	0.3	?	0.6	22	2.4	5	0.6	3	-3	1
Cc1ccc(Nc2nc3c([nH]2)c(=O)[nH]c(=O)n3C)cc1	-1.4	5	-0.4	/	2.5	0	1.9	-21	21	0
CCc1ccc(OCCCC(=O)O)c(Br)c1	2.9	-1	-2.7	-1	1.9	9	0.1	-9	9	0
Cc1ccc(NC(=O)c2cc(-c3ccccc3O)n[nH]2)cc1C	-0.1	32	1.4	11	-1.4	-3	2.2	37	-37	-1
COc1ccc(S(=O)(=O)N2CCCC2)c(C)c1C	-0.1	-3	0.1	-1	2.2	2	0.7	11	-11	-5
Cc1ccc(-n2c(N)c(C#N)c(-c3ccc(Cl)cc3)c(C#N)c2=O)cc1	-0.7	-8	-0.7	/	-2.7	-5	-1.9	1	-1	-2
O=C(Nc1ccccn1)c1ccc(Br)c(S(=O)(=O)N2CCCCC2)c1	2.1	4	-2.7	-1	1.6	7	2.9	-12	12	-1
Cc1nnc(SCCN2CCOCC2)n1C	-1.5	-2	-2.4	/	-0.5	-6	-2.1	-12	12	2
COc1ccc(NC(=O)c2c(-c3c(Cl)cccc3Cl)noc2C)cn1	0.9	7	-3.5	0	0.7	5	2.4	-2	2	1
O=C(O)C1CCCCC1C(=O)Nc1nc(-c2cccs2)cs1 (centres undefined)	2.2	-9	-0.5	5	1.8	-1	2.4	3	-3	1
CC(=O)Nc1ccc(NC(=O)C(C)OC(=O)CNC(=O)c2cccs2)cc1 (centres undefined)	0.6	-3	-1.6	2	2.1	2	-2.5	-17	17	-3
CCc1ccc(NC(=O)C(=O)NCc2ccccn2)cc1	4.4	60	-0.4	0	1.5	-2	1.6	-18	18	4
O=C(O)c1c(Cl)c(Cl)c(Cl)c(Cl)c1C(=O)N1CCCCCC1	5.2	2	-1.8	2	-1.4	-3	0.2	-28	28	-6
CC(NC(=O)C(=O)NN=C1CCCCCCCCCCC1)c1ccccc1 (centres undefined)	0.9	0	-1.3	-4	2.5	12	-1.9	40	-40	-1
O=C1CC(N2CCN(c3ccc(F)cc3)CC2)C(=O)N1c1ccc2c(c1)OCO2 (centres undefined)	4.6	-5	-3.0	-2	4.4	-4	1.6	-11	11	0
Clc1nssc1=Nc1nncs1	2.5	-10	0.1	5	-1.8	-7	0.9	3	-3	-2
N#Cc1c(N2CCN(C(=O)c3ccco3)CC2)nc(-c2ccccc2)c2c1CCCC2	4.0	-3	-2.6	-3	1.8	3	2.6	/	/	-3
Clc1ccccc1CN1CCN(CCCc2ccccc2)CC1	/	-7	-1.6	0	2.6	1	/	-32	32	-4
O=C(/C=C/c1cccs1)c1ccc(N2CCOCC2)cc1	4.3	20	0.3	7	4.7	-9	-0.6	20	-20	-6
O=[N+]([O-])c1ccc(Cl)cc1CN1CCCCCC1	0.0	/	-0.1	2	0.7	3	-1.3	-10	10	-1
COc1ccc(NC(=O)CCN(c2ccc(OC)cc2)S(=O)(=O)c2ccc(C)c(C)c2)cc1	/	4	-1.7	0	1.9	-3	/	-2	2	-3
COc1ccc2c(CC(=O)NNC(=O)c3cccs3)coc2c1	/	8	-3.9	1	0.6	-3	/	14	-14	-5
COc1cc2nc(=S)n3[nH]c(COc4ccccc4C)nc3c2cc1OC	0.8	23	-2.6	-2	-1.0	-2	-3.0	-14	14	-3
CCC/C(=N\NC(=O)C1CC1)c1ccc(Br)cc1	5.5	/	-0.2	0	2.0	-11	-0.5	-17	17	/
CCn1c(=O)c(C(=O)Nc2cccnc2)c(O)c2ccccc21	/	-3	-2.8	3	-1.1	-10	/	-3	3	-2
Cc1ccc(NC(=O)Nc2cccc(C(F)(F)F)c2)nc1	4.1	12	-1.9	0	1.8	8	1.8	-8	8	-1
CCOc1ccc(C)cc1S(=O)(=O)n1nc(C)cc1C	2.7	-6	0.8	-11	2.8	-1	0.5	-8	8	-2
Cc1cccc(Oc2ccc(Cl)cc2N)c1	-0.7	49	0.9	7	4.6	7	-1.8	-3	3	-2
CC(C)Cn1c(=O)[nH]c(=O)c2c(C(F)(F)F)cc(-c3ccccc3)nc21	2.0	16	-2.7	7	1.9	6	2.4	/	/	-4
NC(=O)C1CCN(C(=O)COc2ccc(Nc3ccccc3)cc2)CC1	-0.3	-5	-2.0	3	1.2	5	-4.1	/	/	1
CCOCCCNC(c1ccccc1)c1ccncc1 (centres undefined)	/	/	-0.3	0	-0.3	-3	/	-25	25	1
O=C(CN(CC1CCCO1)C(=O)CNS(=O)(=O)c1ccccc1)NCc1ccccc1 (centres undefined)	1.1	14	0.6	-1	2.4	-3	-0.8	-5	5	-7
CCCOCC(O)COc1ccccc1C(=O)N1CCOCC1 (centres undefined)	1.5	-12	/	/	-0.6	4	0.7	5	-5	3
CC(Sc1nnc(NC2CC2)s1)C(=O)Nc1ccc(S(N)(=O)=O)cc1 (centres undefined)	-0.9	10	-0.4	4	2.9	-6	-0.6	-21	21	8
COc1ccc(CNC(=O)/C=C/c2ccc(OCCCF)cc2)cc1OC	2.2	-4	-1.1	/	-0.1	-10	0.2	41	-41	-4
CC(=O)c1sc(N)c(C(=O)OC(C)C)c1C	4.0	32	-0.1	/	1.4	6	2.0	-23	23	-1
CCC(C)C(NC(=O)C1CCC(C)CC1)C(=O)NCCCN1CCCCC1CC (centres undefined)	0.2	-4	-0.7	-2	3.5	2	0.0	/	/	/
CCn1nc(C(=O)NNC(=O)COc2ccc(OC)cc2)c2ccccc2c1=O	2.8	5	-1.3	/	1.8	-6	1.4	-22	22	0
Cn1nc(C(C)(C)C)cc1C(=O)NCc1cc(F)cc2c1OCOC2	0.6	/	-1.5	-3	-0.3	3	0.6	18	-18	0
CCc1ccc(NC(=O)C(C)Sc2nnc(CN3CCCC3)o2)cc1 (centres undefined)	5.3	5	-0.3	3	1.2	-4	-0.5	1	-1	2

Arranged by heavy-atom count (descending): some entries from above
SMILES	AddAB inh	MITF TRPM1 HTS	CAL PDZ FP-1	Wnt bcat act	phage Ecoli inh	Tat export inh	Ecoli viability	SR-BI HDL uptake	SR-BI uptake up	CAL PDZ FP-2
O=C(CN(CC1CCCO1)C(=O)CNS(=O)(=O)c1ccccc1)NCc1ccccc1 (centres undefined)	1.1	14	0.6	-1	2.4	-3	-0.8	-5	5	-7
CCC(C)C(NC(=O)C1CCC(C)CC1)C(=O)NCCCN1CCCCC1CC (centres undefined)	0.2	-4	-0.7	-2	3.5	2	0.0	/	/	/
COc1ccc(CNC(=O)/C=C/c2ccc(OCCCF)cc2)cc1OC	2.2	-4	-1.1	/	-0.1	-10	0.2	41	-41	-4
CC(Sc1nnc(NC2CC2)s1)C(=O)Nc1ccc(S(N)(=O)=O)cc1 (centres undefined)	-0.9	10	-0.4	4	2.9	-6	-0.6	-21	21	8
CCCOCC(O)COc1ccccc1C(=O)N1CCOCC1 (centres undefined)	1.5	-12	/	/	-0.6	4	0.7	5	-5	3
CCOCCCNC(c1ccccc1)c1ccncc1 (centres undefined)	/	/	-0.3	0	-0.3	-3	/	-25	25	1
CC(=O)c1sc(N)c(C(=O)OC(C)C)c1C	4.0	32	-0.1	/	1.4	6	2.0	-23	23	-1

Next entries
SMILES	AddAB inh	MITF TRPM1 HTS	CAL PDZ FP-1	Wnt bcat act	phage Ecoli inh	Tat export inh	Ecoli viability	SR-BI HDL uptake	SR-BI uptake up	CAL PDZ FP-2
COc1cc(C(=O)N2CCCN(C)CC2)cc(OC)c1C	0.1	-10	0.6	1	2.0	-5	-1.5	-19	19	-6
N#CCc1nc(-c2cc3ccccc3oc2=O)cs1	-0.5	17	-0.8	8	2.3	8	-1.6	-4	4	/
CCOC(=O)c1sc(NC(=O)CCc2ccc(OC)cc2)nc1C	2.5	15	-2.5	-1	0.6	1	1.3	/	/	-2
CN(Cc1ccccc1)S(=O)(=O)c1ccccc1Br	-0.7	23	-0.1	-2	0.1	-2	1.2	-21	21	-6
Cc1cc(=O)n2nc(N3CCC(C(=O)NCc4ccco4)CC3)sc2n1	3.4	0	-0.6	-1	3.8	-2	4.0	-14	14	0
COc1ccccc1C(=O)C1CCCN(C(=O)c2ccccc2C(C)=O)C1 (centres undefined)	/	55	-2.1	11	0.2	-5	/	2	-2	-5
CN(C)S(=O)(=O)c1ccc(C(=O)Nc2ccn(C)n2)cc1	1.8	4	-3.1	0	0.5	6	2.1	-15	15	-3
COc1cccc(CN(C)C(=O)c2cc(COc3ccc4ncccc4c3)on2)c1	0.3	-18	-3.6	-4	1.9	-1	0.6	-5	5	-1
CN1C(=O)C(O)(CC(=O)c2cccc(-n3cccc3)c2)c2ccccc21 (centres undefined)	-0.7	-3	-2.3	/	1.9	5	-1.7	-10	10	-4
Cc1cccc(OC(C)c2ccnc3nc(/N=C/N(C)C)nn23)c1 (centres undefined)	0.6	2	-2.6	/	2.0	-2	2.9	9	-9	-3
CCOc1ccc(-c2nc3c(s2)CCc2onc(-c4ccc(OC)cc4)c2-3)cc1	-1.6	-2	0.3	-2	3.3	-2	-2.8	52	-52	-5
CC(C)(C)C(=O)/C=C/c1ccc(Oc2ccccc2)cc1	/	79	-1.5	33*	1.4	-8	/	-23	23	-4
COc1ccc(/C=N/Nc2ccccc2)cc1Cn1nc(C)c([N+](=O)[O-])c1C	1.3	-2	-0.5	/	1.3	-2	-1.6	48	-48	-1
CC(=O)[C@@H]1[C@@H](C(=O)c2ccc(F)cc2)[C@]2(C(=O)Nc3ccccc32)[C@H]2C=Cc3cc(F)ccc3N12	-1.4	-21	-2.0	9	1.8	5	-0.2	9	-9	-4
COc1ccc(NC(=O)C/C(C)=N/NC(=O)c2ccccn2)c(OC)c1	2.5	2	-2.0	3	2.8	-1	-0.4	-6	6	-3
O=C(NCCc1ccccc1)c1ccc2c(c1)N(Cc1ccccc1)CCS2	5.0	40	0.8	/	/	-4	-0.7	29	-29	/
